TNAP act hiacc = TNAP (human) activation, high acceptor. 200,000 tested, under 10 active. P05186. AID 1136. activation factor at 20 µM. purified TNAP, CDP-star luminescence, 1 M DEA, 30 min; hits give high values; 0 = EDTA background, 1 = DMSO-only activity;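 active means activation factor at least 2 at 20 µM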
Target sequence (P05186 whole entry, looked up): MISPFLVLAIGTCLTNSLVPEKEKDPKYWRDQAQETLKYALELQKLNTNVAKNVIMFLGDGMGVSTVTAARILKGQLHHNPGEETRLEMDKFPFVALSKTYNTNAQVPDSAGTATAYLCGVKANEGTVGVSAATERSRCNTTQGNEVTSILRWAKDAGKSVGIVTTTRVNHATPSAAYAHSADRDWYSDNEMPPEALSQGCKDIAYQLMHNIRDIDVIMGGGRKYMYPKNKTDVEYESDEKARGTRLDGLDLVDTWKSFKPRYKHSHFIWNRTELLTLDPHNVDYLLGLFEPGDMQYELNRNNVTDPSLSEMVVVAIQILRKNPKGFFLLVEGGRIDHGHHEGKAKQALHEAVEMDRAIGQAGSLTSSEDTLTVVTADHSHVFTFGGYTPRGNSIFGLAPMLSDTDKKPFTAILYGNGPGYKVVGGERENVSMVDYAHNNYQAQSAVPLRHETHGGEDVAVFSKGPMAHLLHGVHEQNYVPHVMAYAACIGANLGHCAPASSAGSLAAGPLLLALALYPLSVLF
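Test system – human TNAP · Doses – 20 µM single point · Incubation – 30 min, room temperature · Signal – luminescent substrate turnover signal · Read-out basis – activation factor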
TNAP inh no acc = inhibitors of human TNAP without phosphate acceptor | hit rate 0.26% among 200,000 | P05186 | inhibition, % at 20 µM | purified TNAP, CDP-star luminescence, 30 min;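 active means tissue-nonspecific alkaline phosphatase inhibition above about 50% at 20 µM in the single-dose screen, limit read from the data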;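 further: 0% = DMSO negative control and 100% = EDTA positive control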
PPARg SRC3 recr = agonists of human PPARgamma SRC-3 coactivator recruitment; activation, % at 8 µM; AID 731; biochemical PPARgamma/SRC-3 coactivator recruitment assay; P37231; hit rate 0.26% among 200,000; in the data active means activation above about 23%;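 further: 0% = DMSO and 100% = reference agonist; some compounds past the cut are filed as inactive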
Target sequence (P37231 whole entry, looked up): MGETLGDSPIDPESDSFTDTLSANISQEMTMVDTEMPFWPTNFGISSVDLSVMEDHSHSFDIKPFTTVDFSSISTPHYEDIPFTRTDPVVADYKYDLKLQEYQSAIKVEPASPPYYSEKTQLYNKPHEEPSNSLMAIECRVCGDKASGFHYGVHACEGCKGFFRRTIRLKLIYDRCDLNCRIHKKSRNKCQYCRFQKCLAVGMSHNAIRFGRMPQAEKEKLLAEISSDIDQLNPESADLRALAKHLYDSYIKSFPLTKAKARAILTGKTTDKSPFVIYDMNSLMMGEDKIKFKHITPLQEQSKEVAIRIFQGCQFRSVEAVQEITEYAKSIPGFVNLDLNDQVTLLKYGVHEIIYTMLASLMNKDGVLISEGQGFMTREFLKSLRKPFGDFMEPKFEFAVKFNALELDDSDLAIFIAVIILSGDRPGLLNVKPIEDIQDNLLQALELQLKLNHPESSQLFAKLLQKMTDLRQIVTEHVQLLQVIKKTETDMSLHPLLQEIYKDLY
PPARg SRC-1 ag = agonists of human PPARgamma SRC-1 coactivator recruitment | P37231 | PPARgamma-SRC-1 coactivator recruitment biochemical assay | activation, % at 8 µM | hit rate 0.41% among 200,000 | AID 631; in the data active means activation above about 19%;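 further: 0% = DMSO and 100% = reference agonist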
SRC2 TRFRET art = flags TR-FRET format artefacts in PPARgamma SRC-2 recruitment agonist screen | TR-FRET artefact counter-screen; hits give high values | TR-FRET ratio at 8 µM | hit rate 0.4% among 200,000; in the data active means TR-FRET ratio above about 2000; further: inactives centre near 1500
PPARg SRC2 recr = agonists of SRC-2 recruitment by human PPARgamma; AID 1032; P37231; PPARgamma LBD-SRC-2 recruitment, biochemical; hit rate 0.34% among 200,000; activation, % at 8 µM; in the data active means activation above about 22%;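 further: 0% = vehicle and 100% = reference agonist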
TNAP inh hiacc = blocks human TNAP under high phosphate acceptor concentration. P05186. purified TNAP, CDP-star luminescence, 1 M DEA. inhibition, % at 20 µM. hit rate 0.03% among 200,000. AID 1135;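 active means over 50% inhibition of tissue-nonspecific alkaline phosphatase at 20 µM in the single-dose screen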;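 further: plate controls were DMSO wells for no effect and EDTA-quenched wells as full inhibition for full effect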
Efa HMGR inh = E. faecalis class II HMG-CoA reductase inhibition; hit rate 0.41% among 190,000; AID 1066; purified E. faecalis HMGR, NADPH absorbance 340 nm kinetic; inhibition, % at 10 µM;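 active means inhibition above a set limit, the median over all tested compounds plus 3 SD, cut at about 9.5% in these data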;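 further: enzyme runs in reverse so mevalonate oxidation gives rising NADPH absorbance; 0% = complete reaction with DMSO and 100% = background rate lacking mevalonate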
bIAP activator = increases bovine intestinal alkaline phosphatase activity. purified bovine IAP, CDP-star luminescence, 30 min; hits give high values; fold of DMSO-control signal, blank-subtracted. activation factor at 20 µM. hit rate 0.17% among 200,000;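 active means activation factor of 2 or more at 20 µM, a signal rise over negative controls twice the positive control's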
bIAP inhibitor = blocks bovine intestinal alkaline phosphatase activity; purified bovine IAP, CDP-star luminescence, 30 min; 190,000 tested, under 10 active; AID 1019; inhibition, % at 20 µM;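 active means over 50% inhibition of intestinal alkaline phosphatase at 20 µM in the single-dose screen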
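test system = bovine IAP enzyme | medium = DEA buffer 100 mM, pH 9.8, with MgCl2 1.0 mM, ZnCl2 0.02 mM | detection = luminescence | dosing = single compound dose of 20 µM, 2% DMSO final | incubation = 30 min reaction at room temperature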
* hit, by the source's call; / = not tested or not shown.

SMILES	TNAP act hiacc	TNAP inh no acc	PPARg SRC3 recr	PPARg SRC-1 ag	SRC2 TRFRET art	PPARg SRC2 recr	TNAP inh hiacc	Efa HMGR inh	bIAP activator	bIAP inhibitor
COc1cccc(NC(=O)CSc2nnc(-c3cc(-c4ccccn4)nc4ccccc34)o2)c1	1	-11	-14	-4	1477	-8	-3	3	1.1	-12
CCC(CC)C(=O)Nc1ccc(C(=O)c2ccccc2)cc1	1	-3	-5	3	1464	-1	-4	-6	1.1	-5
Cc1cc(C)nc(NC(=O)Cc2ccc([N+](=O)[O-])cc2)c1	1	-18	4	12	1553	6	-3	-6	0.8	22
Cc1oc(=O)c(NC(=O)c2cccc(Cl)c2)cc1C(=O)c1ccccc1	1	-5	8	9	1572	16	2	-2	0.9	10
CC1=C/C(=N\N=C2\NC(=O)C(CC(=O)Nc3ccccc3F)S2)CC(C)(C)C1 (stereo not drawn)	1	-2	0	7	1620	2	1	3	1.2	-22
O=C(CN1CCCCCC1)N/N=C/c1cccs1	1.1	-12	5	-1	1651	3	-5	-2	1.2	-19
Cc1ccc(C)c(NC(=S)NC(NC(=O)OCc2ccccc2)C(Cl)(Cl)Cl)c1 (stereo not drawn)	1	-11	2	0	1644	-4	-1	0	1	-2
C/C(CC(=O)Nc1ccc(Cl)c(C(F)(F)F)c1)=N\NC(=O)c1cc2ccccc2cc1O	1	-23	6	8	1661	7	1	-2	0.9	8
Cc1ccc2cc(S(=O)(=O)NCCC(=O)O)ccc2c1	1	-9	4	4	1440	-2	-3	-1	1	1
CC1CCN(S(=O)(=O)c2ccc(C(=O)Nc3ccccc3-c3nc4ccccc4[nH]3)cc2)CC1	1	10	-3	-7	1490	-2	-3	-3	0.8	17
Cc1ccccc1C(=O)NNC(=O)c1cccc([N+](=O)[O-])c1	1	-5	-2	-4	1628	1	-2	-3	1.1	-14
CCOc1ccccc1N1CCN(CC(=O)NC(=O)NCc2ccco2)CC1	1.1	-6	1	1	1808	11	-6	-2	1.2	-17
Cc1cc(Cl)ccc1OCC(=O)NCCOC(=O)Nc1sc(=S)n(C)c1C	1	-18	-2	-8	1674	-7	-2	2	0.7	27
Cc1cc([N+](=O)[O-])nn1CC(=O)c1ccccc1	1.1	-16	2	-4	1433	5	-9	-6	1.1	-10
CC1(C)CC(=O)c2c(n(S(=O)(=O)c3ccccc3)c3ccc(NS(=O)(=O)c4ccccc4)cc23)C1	1	-22	5	6	1594	3	1	-4	0.9	14
CCN(CC(=O)NC(C)(C)C)C(=O)c1ccc2c(c1)S(=O)(=O)c1ccccc1C2=O	1	-2	-1	7	1626	2	-2	0	1	1
COc1cccc2c(=O)c(C(=O)O)c[nH]c12	1	-4	0	3	1457	-6	0	-4	0.9	6
Cc1ccsc1C1Nc2ccccc2-c2nc3ccccc3n21 (stereo not drawn)	1	-3	6	6	1528	11	3	1	0.3	/
COc1ccccc1CNC(=O)c1csc2c1CCCC2	1.1	-17	-2	-4	1774	2	-7	8	0.8	16
COc1ccc(C(=O)C2CCCN(C(=O)c3cccs3)C2)cc1F (stereo not drawn)	1	-10	3	0	1371	0	-5	-3	0.9	7
O=C(CCc1nnc(-c2ccc3c(c2)OCO3)o1)NC(c1cccnc1)C(F)(F)F (stereo not drawn)	1	-5	8	4	1684	4	-3	1	1	-4
O=c1cc(-c2ccccc2Cl)oc2ccc([N+](=O)[O-])c(O)c12	0.9	4	5	4	1531	19	8	-8	0.9	8
COCCNC(=O)CN(c1ccc(OC)c(OC)c1)S(=O)(=O)c1ccc(C)cc1	1	-7	-11	4	1535	0	2	-2	1	0
Cn1c(=O)cc(OCC(=O)N2CCN(c3cccc(C(F)(F)F)c3)CC2)c2ccccc21	0.9	5	0	3	1455	5	7	-6	0.7	31
CN(C)c1ccc(C(CNC(=O)c2ccc(C#N)cc2)c2c[nH]c3ccccc23)cc1 (stereo not drawn)	1.1	-9	4	8	1688	8	-7	0	1	2
O=C(N/N=C/C1C(c2ccccc2)C1(Cl)Cl)c1cccc(Br)c1 (stereo not drawn)	1	7	-9	1	1594	4	1	-5	0.8	22
CCCc1cc(=O)oc2c(C)c(OCC(=O)c3ccc(N4CCCC4)cc3)ccc12	1.1	4	4	0	1536	1	-8	-1	0.9	6
CCOC(=O)c1c(C)[nH]c(C)c1C(=O)COC(=O)c1ccc(OC)c(OC)c1	1	-10	8	1	1633	3	-2	-2	1.2	-18
CC(=O)c1cc(-c2ccccc2)n(CC(=O)N2CCC(N3CCCCC3)CC2)c1C	1	-7	-4	-3	1436	1	0	-5	1.1	-11
COC(=O)c1c(NC(=O)CCC(=O)O)sc2c1CCCCC2	1	-14	-1	-7	1486	1	1	-2	1.1	-5
CC(=O)N1CCN(C(=O)CCc2nnc(CCCCc3ccccc3)o2)CC1	1	-6	-2	5	1572	-5	0	-2	1.1	-9
COc1ccc(NS(=O)(=O)/C=C/c2ccccc2)cc1	1	-15	-1	-4	1431	-10	-1	-5	0.8	18
O=C1CC(C(=O)Nc2ccc(O)c(C(=O)O)c2)C(c2ccccc2)O1 (stereo not drawn)	1	-7	-7	4	1500	1	-4	0	0.9	7
COCCNC(=O)C1CC(=O)N(CCc2ccccc2)C1 (stereo not drawn)	1	-9	6	8	1591	5	-1	1	0.9	12
COc1cc(/C=N/NC(=O)CCc2n[nH]c(=O)[nH]c2=O)ccc1O	1	2	2	6	1518	1	-5	-9	0.3	/
Cc1ccc(S(=O)(=O)N2CCCCC2)cc1NC(=O)Cn1ccc(C(F)(F)F)n1	1	-7	-1	3	1661	0	-1	-3	0.9	6
Cc1ccc(CN2CCc3[nH]c(=O)[nH]c(=O)c3C2)cc1	1	-10	2	4	1649	14	-1	0	1	3
CCOc1ccc(C(=O)NC(=S)Nc2ccccc2N2CCOCC2)cc1Br	1	-1	1	6	1631	7	1	3	1	3
CCN(C)c1ccc(/C=N\n2nnnc2N)cc1	1	-4	-7	6	1546	0	-5	-6	1	4
CCCCOc1ccc(NC2=NC3(CCCCC3)N=C(N)N2)cc1	1.3	-178	-1	8	1545	7	-29	-3	4.6*	-365
COc1ccc2c(c1OC)C(C1c3c(cc4c(c3OC)OCO4)CCN1C)OC2=O (stereo not drawn)	1	-4	6	0	1504	6	2	-3	0.8	21
Cc1cccc(Oc2ccc(N)cc2)c1	1	-11	11	6	1639	10	-2	-6	0.7	25
COc1ccccc1NC(=O)Nc1ccccc1C(N)=O	1	-11	-1	-2	1448	2	-4	4	1	0
Cc1ccc(NC(=O)CN2C(=O)NC3(CCc4ccccc43)C2=O)cc1 (stereo not drawn)	1	-3	2	7	1707	2	2	3	1	-3
CC(C)CCN1C(=O)c2ccc(C(=O)NCc3ccco3)cc2C1=O	1	-13	-3	0	1575	11	-2	1	0.8	16
CCn1cc(S(=O)(=O)c2ccc(C)cc2)[nH]c1=O	1.1	-10	1	4	1606	2	-6	0	1	2
O=C(NCCn1cccc1)c1cccc2ccccc12	1	-10	8	4	1545	9	-2	-6	0.8	15
O=C(NC(=S)NCC1CCCO1)c1ccc(Cl)cc1 (stereo not drawn)	1	-14	4	4	1543	-6	2	-4	0.8	18
CC(=O)Nc1ccc(S(=O)(=O)Oc2ccc3c(c2)C(C)=CC(C)(C)N3)cc1	1	-12	-2	-1	1507	-7	0	-2	0.3	/
c1ccc(-c2nc(N3CCN(c4ccccc4)CC3)nc(-n3ccnc3)n2)cc1	1	-4	-7	0	1479	7	-2	0	1	0
O=C(CSc1nc2c(c(=O)n1-c1ccc(Cl)cc1)SCC2)N1CCCC1	1	0	-3	-2	1469	4	-3	0	1	-3
Cc1[nH]c2ccccc2c1-c1nc2ccccc2[nH]1	1.1	-9	5	1	1736	3	-5	-6	0.9	12
Cn1c(=O)n(CCC(=O)O)c2ccccc21	1	-6	-6	6	1512	-5	-3	1	1	1
Cc1c(C(=O)Nc2ccccc2Cl)oc2ccc(S(=O)(=O)N3CCC4(CC3)OCCO4)cc12	1	-9	5	13	1654	0	0	-4	1	-4
Cc1nc(-c2cccc(S(=O)(=O)N3CCC(C)CC3)c2)cs1	1.1	2	9	-2	1593	-7	-6	-2	1	2
Cc1nn(Cc2ccc(C(=O)N3N=C(C(F)F)CC3(O)C(F)F)o2)c(C)c1[N+](=O)[O-] (stereo not drawn)	1.1	-14	3	3	1482	2	-6	-1	1.1	-6
COc1ccccc1C(=O)NCCCNc1ccc([N+](=O)[O-])cc1	0.9	2	-1	0	1477	1	10	0	0.8	23
CSC(=NC(C)c1ccccc1)NS(=O)(=O)c1cccs1 (stereo not drawn)	1	-1	2	5	1604	2	-2	1	0.9	13
O=C(/C=C/Nc1ccc(F)cc1)c1ccc(Oc2ncccn2)cc1	1	-9	-2	0	1569	-8	2	0	1	3
Cc1cc(Sc2nc(N)ncc2[N+](=O)[O-])ncn1	1	-1	0	3	1806	7	-5	-4	1.1	-15

Random excerpt: 3 records from the list.
SMILES	TNAP act hiacc	TNAP inh no acc	PPARg SRC3 recr	PPARg SRC-1 ag	SRC2 TRFRET art	PPARg SRC2 recr	TNAP inh hiacc	Efa HMGR inh	bIAP activator	bIAP inhibitor
CCn1cc(S(=O)(=O)c2ccc(C)cc2)[nH]c1=O	1.1	-10	1	4	1606	2	-6	0	1	2
O=C(/C=C/Nc1ccc(F)cc1)c1ccc(Oc2ncccn2)cc1	1	-9	-2	0	1569	-8	2	0	1	3
Cc1[nH]c2ccccc2c1-c1nc2ccccc2[nH]1	1.1	-9	5	1	1736	3	-5	-6	0.9	12

3 of these compounds, reformatted:
> Cc1nc(-c2cccc(S(=O)(=O)N3CCC(C)CC3)c2)cs1
  TNAP act hiacc: 1.1	TNAP inh no acc: 2	PPARg SRC3 recr: 9	PPARg SRC-1 ag: -2	SRC2 TRFRET art: 1593	PPARg SRC2 recr: -7	TNAP inh hiacc: -6	Efa HMGR inh: -2	bIAP activator: 1	bIAP inhibitor: 2
> Cc1nn(Cc2ccc(C(=O)N3N=C(C(F)F)CC3(O)C(F)F)o2)c(C)c1[N+](=O)[O-] (stereo not drawn)
  TNAP act hiacc: 1.1	TNAP inh no acc: -14	PPARg SRC3 recr: 3	PPARg SRC-1 ag: 3	SRC2 TRFRET art: 1482	PPARg SRC2 recr: 2	TNAP inh hiacc: -6	Efa HMGR inh: -1	bIAP activator: 1.1	bIAP inhibitor: -6
> COc1ccccc1C(=O)NCCCNc1ccc([N+](=O)[O-])cc1
  TNAP act hiacc: 0.9	TNAP inh no acc: 2	PPARg SRC3 recr: -1	PPARg SRC-1 ag: 0	SRC2 TRFRET art: 1477	PPARg SRC2 recr: 1	TNAP inh hiacc: 10	Efa HMGR inh: 0	bIAP activator: 0.8	bIAP inhibitor: 23

The list goes on:
SMILES	TNAP act hiacc	TNAP inh no acc	PPARg SRC3 recr	PPARg SRC-1 ag	SRC2 TRFRET art	PPARg SRC2 recr	TNAP inh hiacc	Efa HMGR inh	bIAP activator	bIAP inhibitor
COc1cc(S(=O)(=O)N2CCCC3(CCCCC3)C2)ccc1-n1cnnn1	1.1	5	0	3	1629	-3	-8	6	1	5
Cc1ccc(C(=O)NNc2cc(=O)n(C)c(=O)n2C)cc1C	1	-8	1	3	1629	2	5	-2	0.9	11
COc1ccccc1-n1cnc2c(c1=O)c1nc3ccccc3nc1n2-c1ccc(C)c(C)c1	1	-1	3	-4	1593	6	0	-6	1	4
O=C(CSc1nc(-c2ccccc2Cl)ns1)NCc1ccco1	1.1	-11	14	-2	1504	-5	-5	-4	0.9	6
Fc1cccc(NC(=S)N2CCCCC2)c1	1	-4	-3	-2	1549	5	0	-2	0.9	8

Assay outcomes from PubChem.
